# Tb MetRS inh: T. brucei MetRS inhibitors, primary screen, biochemical, luminescence; inhibition, % at 11.9 µM; purified T. brucei MetRS, ATP depletion, Kinase-Glo luminescence; AID 624268, 2012; hit rate 0.4% among 360,000;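 active means inhibition above a per-plate cutoff of the control wells' mean inhibition plus 3 SD, cut at about 5.5% in these data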;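 further: 0% = DMSO wells median and 100% = median of wells with control inhibitor compound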
#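 Material: T. brucei methionyl-tRNA synthetase, purified; reagent: substrates ATP, L-methionine and bulk Escherichia coli tRNA; dosing: 11.9 µM single point; timing: 15 min plus 2 h at 25 °C; detection: luminescence of leftover ATP; evaluation: % inhibition; control set: DMSO-only wells as low control; replicates: singlicate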
# Rin1 Abl inh: inhibitors of Rin1-Abl protein binding, primary screen, biochemical, TR-FRET. Tyrosine-protein kinase ABL1 (Homo sapiens) + Ras and Rab interactor 1 (Homo sapiens), …. inhibition, % at 7.35 µM. hit rate 0.4% among 360,000. AID 588664, 2011; in the data active means inhibition above about 5%, passing the limit was not always enough
# bovine MsrA act: bovine MsrA enzyme activators, primary screen, biochemical, absorbance, HTS; purified bovine MsrA, absorbance read-out; activation, % at 10.6 µM; hit rate 0.3% among 360,000; AID 602163, 2012; in the data active means activation above about 7.5%;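 further: 0% = vehicle and 100% = reference activator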
# MLLE-PAM2 inh: inhibitors of PABP1 MLLE–PAM2 peptide binding, primary screen, biochemical, fluorescence polarization, FITC-PAM2, GST-MLLE; inhibition, % at 20 µM; hit rate 0.36% among 360,000; in the data active means inhibition above about 35%, passing the limit was not always enough;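 further: plate controls were DMSO wells with GST-MLLE for no effect and wells lacking GST-MLLE protein for full effect; some results filed as inactive read as strong as hits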
# CSN deneddyl inh: inhibitors of CSN-mediated cullin deneddylation, primary screen, biochemical, fluorescence polarization, uHTS. Purified CSN, SCF-Nedd8-OG deneddylation. hit rate 0.38% among 360,000. inhibition, % at 12.5 µM;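 active means pattern-corrected inhibition above about 35%, with an unprinted fluorescence ratio check between 0.5 and 1.5, limit read from the data, passing the limit was not always enough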;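 further: 0% = enzyme with substrate and 100% = substrate without enzyme; some results filed as inactive read as strong as hits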
#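 Assay system: HEK293T-derived human Csn5 enzyme; quantity: 0.24 nM enzyme; medium: Tris/NaCl/DTT buffer, pH 7.5; also added: substrate SCFSkp2-Nedd8OG, 10 nM; doses: 12.5 µM compound; schedule: 90 min reaction at room temperature; signal: FP; read-out: % inhibition of substrate cleavage by Csn5; benchmarks: substrate-only high control, full reaction low control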
# eLon inh: inhibitors of E. coli Lon protease, primary screen, biochemical, fluorescence polarization | purified E. coli Lon protease | inhibition, % at 7.94 µM | hit rate 0.42% among 360,000 | AID 602123, 2011; in the data active means inhibition above about 13%, passing the limit was not always enough;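 further: 0% = enzyme with probe and DMSO and 100% = no enzyme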
# Neddylation inh: inhibitors of cullin neddylation, primary screen, biochemical, TR-FRET, uHTS, NAE and Ubc12; NEDD8-conjugating enzyme Ubc12 (Homo sapiens) + NEDD8-activating enzyme E1 regulatory …; calls only at 25 µM; hit rate 0.58% among 360,000; in the data active means inhibition above about 36%
# FAS TE block: FAS thioesterase domain inhibitors, primary screen, biochemical, fluorescence intensity, uHTS | recombinant FAS-TE, OMFH fluorogenic substrate, fluorescence endpoint | inhibition, % at 15 µM | hit rate 0.67% among 360,000 | AID 602261, 2012;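 active means compounds whose normalised, plate-corrected inhibition of enzyme fluorescence in the single-dose primary screen is 50% or more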;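 further: 0% = DMSO with enzyme and 100% = substrate without enzyme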
# MsrA inh: bovine MsrA enzyme inhibitors, primary screen, biochemical, absorbance, HTS; AID 651718, 2012; purified bovine MsrA, absorbance read-out; inhibition, % at 15.5 µM; Methionine sulfoxide reductase A (Bos taurus); hit rate 0.75% among 360,000; in the data active means inhibition above about 4.5%;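 further: 0% = vehicle wells with enzyme and 100% = reference inhibitor wells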
# Numbers without * were called inactive; i = inactive; nt = not tested or not shown.
item	compound	MLLE-PAM2 inh	Rin1 Abl inh	Neddylation inh	bovine MsrA act	MsrA inh	eLon inh	Tb MetRS inh	CSN deneddyl inh	FAS TE block
1	CS(=O)Cc1cc(Sc2ccccc2)nc(-c2cccnc2)n1 (stereo not drawn)	6	3	i	-3	0.1	-11	0.4	-10	-8
2	O=C(Nc1cccc(O)c1)c1cc2nc(-c3ccccc3)cc(-c3ccccc3)n2n1	10	0	nt	0	0.5	-7	-0.2	-1	-3
3	C/C(CC(=O)Nc1ccccn1)=N\NC(=O)C(=O)Nc1ccccc1C	0	-2	i	-1	1.4	-5	-0.2	-1	-7
4	O=C(NCc1ccc(F)cc1)C1CCN(c2cnccn2)CC1	6	6	i	-6	0.3	-2	0.5	-1	-6
5	COc1ccc2c(Cl)c(C(N)=O)sc2c1	-6	-223	i	-2	0.4	-2	-1.0	-2	-9
6	COC(=O)N/N=C/c1c(C)c(C(=O)c2ccc(F)cc2)n2ccccc12	-1	-2	i	-5	1.4	-7	0.1	5	-2
7	O=C(CN1c2ccccc2Sc2ccccc21)NNC(=S)Nc1ccc(Cl)cc1Cl	17	-1	i	4	0.7	9	-0.2	-4	9
8	Cc1nc(SCC(=O)N(C)C2(C#N)CCCCC2)c2ccccc2n1	-19	0	i	-2	2.0	-56	0.4	2	-18
9	COc1cccc(N2CCc3c(C)nc4ccc(Cl)cc4c32)c1	4	-6	nt	-2	0.2	-5	-0.9	4	8
10	CC(=O)Nc1cccc(-c2nnc(SCC(=O)N3CCCCC3)n2C)c1	-2	0	i	-4	0.4	-6	0.0	0	-12
11	COc1cccc(CNC(=O)C(=O)NCC2CCCO2)c1 (stereo not drawn)	-10	1	i	-12	-0.4	-1	-2.5	3	-6
12	Cc1nn(C)c(Oc2ccccc2)c1CCNS(=O)(=O)c1ccc(Cl)cc1	-11	-1	i	-3	0.0	-6	-0.6	2	6
13	O=C(Nc1ccc(Br)cc1F)c1ccc2nsnc2c1	-2	-3	i	-8	0.9	8	0.3	4	-4
14	Cc1ccc(OC(=O)CCC(=O)Nc2ccc(C(N)=O)cc2)cc1	-11	-1	i	-5	-1.8	3	0.3	2	2
15	C/C(=N\NC(=O)Cc1cccn1C)c1ccco1	-1	3	i	-3	-1.1	6	0.3	-5	-7
16	COc1ccc(CN2CCC(C(=O)NC(c3ccc4c(c3)OCO4)c3ccccn3)CC2)cc1 (stereo not drawn)	-3	1	i	-2	-0.1	-5	-0.2	1	-4

# Reprinted from the part before: 3 compounds, then new ones.
item	compound	MLLE-PAM2 inh	Rin1 Abl inh	Neddylation inh	bovine MsrA act	MsrA inh	eLon inh	Tb MetRS inh	CSN deneddyl inh	FAS TE block
14	Cc1ccc(OC(=O)CCC(=O)Nc2ccc(C(N)=O)cc2)cc1	-11	-1	i	-5	-1.8	3	0.3	2	2
15	C/C(=N\NC(=O)Cc1cccn1C)c1ccco1	-1	3	i	-3	-1.1	6	0.3	-5	-7
16	COc1ccc(CN2CCC(C(=O)NC(c3ccc4c(c3)OCO4)c3ccccn3)CC2)cc1 (stereo not drawn)	-3	1	i	-2	-0.1	-5	-0.2	1	-4
17	CSc1ccc(-c2c(C#N)c(N)nc3c2CCCC3)cc1	13	1	i	2	0.2	-5	-0.1	4	3
18	COc1ccc(C(C)=O)cc1COC(=O)c1ccc(S(=O)(=O)N(C)C)cc1	-8	-3	i	-1	-0.4	7	-0.4	5	14
19	O=C(CSc1ncn[nH]1)NC12CC3CC(CC(C3)C1)C2	-14	2	i	1	-0.5	2	-0.2	2	-33
20	Cc1ccc(Nc2nnc(SCC(=O)Nc3cccc(S(=O)(=O)N4CCCCC4)c3)s2)cc1	-51	-3	i	-17	1.2	-6	-1.7	-4	30
21	CC(=O)Nc1c(Cl)c(Cl)c2c(c1Cl)C(=O)c1cc(Cl)ccc1-2	4	2	i	-2	-0.1	0	0.5	3	-2
22	COc1ccc(CNC(=O)CN(C(=O)c2csnn2)c2ccc3c(c2)OCCO3)cc1	12	1	i	-3	-1.0	-11	-0.3	3	-6
23	Cc1sc2nc(CSC(C)C(=O)Nc3ccc(C#N)cc3)[nH]c(=O)c2c1C (stereo not drawn)	-45	-1	i	-1	0.4	-46	-0.4	7	-7
24	CC(OC(=O)c1cccs1)C(=O)NCCc1ccccc1 (stereo not drawn)	0	4	i	-14	0.0	-8	-1.2	-5	-2
25	Cc1cccc(NC(=O)C2CCCN(S(=O)(=O)c3cccc4cccnc34)C2)c1 (stereo not drawn)	3	-4	i	-9	0.8	-1	-0.8	-6	4
26	CCc1nc2ccc(C(=O)NCCOc3ccc(OC)cc3)cn2c1N(CC)Cc1cccc(Br)c1	0	2	i	2	0.8	-1	0.2	-3	12
27	Cc1sc2ncnc(N3CCC(C)CC3)c2c1C	13	-1	i	-2	0.1	-12	-0.6	4	2
28	O=C(CN(c1ccc2c(c1)OCCO2)S(=O)(=O)c1ccccc1)NCc1ccco1	-7	-1	i	-2	-1.1	-4	0.2	7	-4
29	CCC(C)(C)NC(=O)c1sccc1Oc1ccc(F)cc1[N+](=O)[O-]	-2	4	i	4	-1.4	-3	0.1	-9	8
30	COc1ccc(CCNC(=S)N2CCN(S(=O)(=O)c3cccc(F)c3)CC2)cc1	-99	4	i	-2	1.1	-3	-0.3	-4	-3
31	O=C(NCCn1ccc2ccccc21)c1cccc([N+](=O)[O-])c1	-6	1	i	-2	-1.6	2	0.2	-5	28
32	C[C@@H]1CN([C@H](C)CO)C(=O)CCCn2nncc2CO[C@H]1CN(C)C(=O)c1ccc(N2CCN(C)CC2)cc1	6	2	i	-5	0.5	-7	0.1	5	-13
33	Oc1cccc2ccc(/C=C/c3ccc(Br)s3)nc12	-2	2	i	-10	1.4	7	-1.5	-9	19
34	COc1cc(NC(=O)COC(=O)C2CC2)c(C)cc1[N+](=O)[O-]	4	0	i	1	0.9	1	0.2	-3	-11
35	CCOC(=O)N1CCC(N2Cc3cccc(C(=O)Nc4ccc(S(=O)(=O)N(CC)CC)cc4)c3C2=O)CC1	-1	0	nt	1	-0.3	-2	0.0	1	11
36	Cn1nc(C(F)(F)F)c(-c2ccc(Br)cc2)c1NC(=O)c1cccnc1	-12	-2	i	-1	-0.7	-16	-0.2	-3	10
37	COc1cccc(N=C2CC(C)(C)CC(=O)/C2=C(/O)c2ccccc2)c1	13	2	i	1	0.6	-5	-0.5	-4	1
38	Cc1cccc(Nc2ccc(C(=O)N3CCOCC3)cn2)c1	-8	-3	i	-1	3.2	0	0.2	-5	-6
39	O=C(Nc1nc(-c2ccccn2)cs1)c1ccc(F)c(S(=O)(=O)N2CCOCC2)c1	16	-3	i	-2	0.6	-3	0.1	0	37
40	Cc1nccn1CCCNC(=O)C1CCC(=O)N(Cc2ccccc2F)C1 (stereo not drawn)	3	-1	i	3	1.7	-1	-0.3	-1	-2
41	CC(C)(C)c1ccc(C(=O)NCCC(=O)NCc2ccc(F)cc2)cc1	-7	-3	i	-6	3.3	6	-0.2	-4	1
42	COc1ccccc1N1CCN(CCCNC(=O)Cn2ncc3c([nH]c4ccccc43)c2=O)CC1	5	2	i	-10	-1.1	-1	-1.0	4	-6
43	O=C(NCc1ccc(N2CCCC2=O)cc1)C1CCC(=O)N(Cc2ccccc2F)C1 (stereo not drawn)	8	2	i	-2	1.4	-1	-0.2	0	0
44	O=C(N/N=C/c1ccc(OCCCF)cc1)c1cc(OCC(F)(F)F)ccc1OCC(F)(F)F	-8	1	i	-7	1.4	-6	-0.7	-4	-3
45	CC1(C)Cc2c(sc3nc(-c4ccccc4Cl)n(N)c(=O)c23)CO1	-9	-1	i	-1	1.2	-3	-0.5	4	-4
46	O=C(CC1SC(=Nc2ccccc2)N(CCCCO)C1=O)NCc1ccccc1 (stereo not drawn)	10	2	i	-2	0.5	2	-0.5	-3	-5
47	Nc1ncn(-c2ncc(C(F)(F)F)cc2Cl)n1	-10	6	i	-1	-0.4	13	-0.6	-19	1
48	Cc1ccc(N(CC(=O)NCc2ccncc2)S(C)(=O)=O)cc1Cl	7	6	i	-16	-0.2	-10	-1.4	4	-11
49	CCOC(=O)N1CCN(c2ncnc3scc(-c4ccccc4)c23)CC1	-12	2	i	-3	1.0	1	-0.1	0	6
50	Cc1ccc(C(=O)CNc2ccccc2)cc1	14	-1	i	-4	0.8	5	-0.7	-4	2
51	Cc1ccc(C(=O)OCC(=O)NC(C)C)cc1S(=O)(=O)N1CCOCC1	-3	0	i	-5	0.4	-3	-0.6	-4	1
52	COc1cc(/C=N/NC(=O)C(=O)NCC2CCCO2)ccc1O (stereo not drawn)	-2	2	i	-8	4.8*	14	-1.3	-6	-7
53	COC(=O)Nc1ccc(S(=O)(=O)N2CCCC(C(=O)N3CCN(C)CC3)C2)cc1 (stereo not drawn)	-2	0	i	-4	-0.1	-4	-1.0	3	-5
54	CC(NC(=O)OCc1ccccc1)c1ccccc1 (stereo not drawn)	0	-1	i	-4	1.0	7	0.0	4	1
55	CC(C)(C)C1=Nn2c(nnc2-c2n[nH]c3c2CCC3)SC1	-58	0	i	-1	1.9	-4	-0.9	4	-2
56	CCn1cc(C(=O)NCCCN2CCC(C)CC2)c2cc(OC)c(OC)cc2c1=O	1	-3	i	-8	0.6	-5	-1.0	4	-5
57	COc1ccc2c(c1)N(C)/C(=C/c1cccc[n+]1C)S2	-138	-11	i	0	0.5	0	-0.5	3	-2
58	c1ccc(-c2nnc(-c3ccco3)n2-c2ccccc2)cc1	-20	1	i	-5	1.5	-2	-0.5	5	-3
59	C=CCn1c(SCC(=O)N2CCCC2)nc2scc(-c3cccs3)c2c1=O	15	2	i	0	0.4	1	-0.1	3	0
60	CC(C)(C)c1cc(C(F)(F)F)nc(SCCCNC(=O)c2ccco2)n1	0	0	i	-3	-1.5	-3	-0.8	-1	1
61	O=C(CCN1CCCCCC1)Nc1ccccc1F	3	-1	i	0	0.1	-10	-0.4	2	-1
62	N#CCCN(C(=S)NC(=O)c1ccco1)c1ccccc1F	47*	0	i	-4	0.3	5	0.0	2	-6
63	COc1cc(Cl)cc(/C=C/c2ccc3cccc(O)c3n2)c1OC	12	3	i	-3	-0.3	10	-0.4	3	14
64	COC(=O)c1ccc(CSc2nnc(SCc3ccc(C(=O)OC)o3)s2)o1	-86	10	i	3	2.0	-7	-0.6	4	7
65	C[C@@H](NC(=O)[C@@H]1CCCN1C(=O)[C@@H]1CCCN1C(=O)c1ccc(Cl)cc1)c1ccccc1	nt	nt	i	-2	-1.3	-4	-0.2	-6	-10
66	COc1ccc(Cl)cc1C(=O)OCC(=O)N(C)CC(=O)Nc1ccc(F)cc1	-10	-5	i	-3	-0.7	6	-0.2	1	-1
67	CCOC(=O)CN(C(=O)CSc1nnc(CNc2ccc(C)cc2C)n1CC)c1ccccc1	-12	2	i	1	-0.6	-7	0.2	0	-2
68	CCOC(=O)CCN(Cc1cccs1)S(=O)(=O)c1ccc(Cl)cc1	-6	-1	i	-4	nt	-2	-0.5	-11	24

# Screening data deposited in PubChem by several laboratories.
